# High-throughput results (PubChem)
# mHTT-CaM PPI inh: mutant huntingtin-calmodulin interaction inhibitors – biochemical, AlphaScreen, primary screen. P42858. AlphaScreen His-mHTT/GST-CaM binding, luminescence. inhibition, % at 15 µM. 190,000 compounds, 3.6% hits. AID 1671202, 2021;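 note: 0% = both proteins with DMSO and 100% = one protein alone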
# Pf apPOL inh: Pf-apPOL inhibitors, biochemical, fluorescence; Recombinant Pf-apPOL, molecular beacon fluorescence, 1.5 h; inhibition, % at 10 µM; 210,000 compounds, 0.25% hits; AID 1794808, 2022
# The depositor's hits bear a star; x = not tested or not shown; & = joins results of further samples. Cut-off read from the data, not from the text of the source: active = inhibition above about 50%; inactive = the rest.
SMILES,mHTT-CaM PPI inh,Pf apPOL inh
CCCOC(=O)C1=C(C)CS[C@@H]2[C@H](NC(=O)COc3ccccc3)C(=O)N12,15.1,1.2
CC(C)N1C(=O)c2ccccc2CC1(C)C(=O)NC1CCCCCC1 (stereo not drawn),-3.7,-4.3
CCN(CC)C(=O)CC[C@@H]1CC[C@]2(CCCN(Cc3cccc4ccccc34)C2)O1,-0.5,-10.8
COc1cc(Cl)ccc1C(=O)N1CC2CC(NC(=O)c3ccccc3)C1C2 (stereo not drawn),7.8,0.7
N#CC1=C2NC(=O)c3c(sc4c3CCCCC4)N2C2=C(C(=O)CCC2)C1c1cccnc1 (stereo not drawn),37.0,-0.4
CC(C)(C)c1ccc(NC(=S)Nc2ccc(Oc3ccc(Cl)cc3)cc2)cc1,x,1.0
O=C(NCc1cc(-c2ccccc2F)on1)c1ncc(-c2ccccc2)o1,-13.0,-2.5
CC(=O)NS(=O)(=O)c1ccc(NC(=O)c2ccncc2)cc1,2.8,-0.1
O=C(c1ccc2c(c1)C(=O)N(CCCO)C2=O)c1ccc2c(c1)C(=O)N(CCCO)C2=O,0.0,-4.0
COc1cccc(OCCSc2nc3ccccc3s2)c1,96.0*,-7.2
CC(C)Cn1cc(C(=O)NC2CC2)c2c3ccccc3n(C)c2c1=O,4.0,0.2
S=C1COC(c2ccc(Br)cc2)N1c1ccc(Br)cc1 (stereo not drawn),-27.4,x
COc1ccc(NC=C2C(=O)OC(C)(C)OC2=O)cc1,1.0,2.1
Cc1ccc(CNC(=O)C2CCCN(c3nc4c(s3)c(C)nn4-c3ccccc3)C2)cc1 (stereo not drawn),-9.2,4.1
COc1ccc(-c2nc(N)n[nH]2)cc1OC,-4.4,-3.6
COCCCNC(=O)CCN1N=C(c2ccc(C)cc2)CCC1=O,0.0,-23.3
CC1CCN(C(=O)CSc2nc(=O)[nH]c3c2CCCC3)CC1,-13.9,-2.5
CC(C)Oc1cccc(NC(=O)c2csnn2)c1,x,-4.1
CN(C)C=C(C#N)C(=O)Nc1cc(C(F)(F)F)ccc1Cl,x,1.2
O=C1C(=O)N(Cc2csc(-c3ccc(Cl)cc3)n2)c2ccc(Br)cc21,46.0,0.3
O=C(c1ccc(Br)cc1)n1nnc2ccccc21,-1.0,-3.4
COc1ccc(-n2nc(C(=O)Nc3ccc(F)c(Cl)c3)c3ccccc3c2=O)c(OC)c1,-8.0,5.8
Cc1onc(-c2ccccc2)c1C(=O)NCc1ccccn1,-4.0,-3.6
COCC(=O)Nc1ccc(Nc2cc(-n3cccn3)nc(C)n2)cc1,-1.9,-24.9

# Given with two lines to a compound: two of the compounds above.
# Values run as follows: mHTT-CaM PPI inh	Pf apPOL inh
> COCCCNC(=O)CCN1N=C(c2ccc(C)cc2)CCC1=O
 : 0.0	-23.3
> CC(C)(C)c1ccc(NC(=S)Nc2ccc(Oc3ccc(Cl)cc3)cc2)cc1
 : x	1.0

# More results:
SMILES,mHTT-CaM PPI inh,Pf apPOL inh
Fc1cc(F)c(F)c(SCCc2ccncc2)c1F,6.5,0.1
CC(=O)Nc1cccc(N2CC(C(=O)Nc3ccc(C)cc3Cl)CC2=O)c1 (stereo not drawn),0.4,-1.0
O=C(O)c1[nH]ncc1[N+](=O)[O-],-10.3,x
Cc1ccc(NC(=O)c2cc(S(=O)(=O)N3CCc4ccccc4C3)ccc2F)cc1,-4.0,29.6
CC(=O)Nc1ccc(S(=O)(=O)NCC#CCN2CCc3ccccc3C2)cc1,1.3,-3.7
NS(=O)(=O)c1ccc(NC(=O)CCCc2ccccc2)cc1,19.5,-3.9
CCN(CC)S(=O)(=O)c1ccc(C(=O)Nc2nnc(-c3ccc(OC)cc3OC)o2)cc1,3.0,-12.3
O=C(NCC1CCN(Cc2ccco2)CC1)C(=O)Nc1ccc2c(c1)OCCO2,-3.6,-11.8
Cc1ccc[n+](CC[n+]2ccc(CCS(=O)(=O)O)cc2)c1,-5.7,x
O=C1NN(c2ccccc2)C(=O)/C1=C/c1cccc(F)c1,5.0,-4.0
CCCCCC(=O)N1C[C@H](O)[C@@H](n2cc(-c3ccc(F)cc3)nn2)C[C@@H]1c1ccc(C)cc1,15.5,-4.4
COc1cc(OC)c(C=Nc2ccc([N+](=O)[O-])cc2)cc1Br,0.0,-0.4
Cc1cc(C2C(C#N)=C(N)N(c3ncn[nH]3)C3=C2C(=O)CC(C)(C)C3)c(C)s1 (stereo not drawn),9.0,0.0
CC(c1cccnc1)N(CCN(C)C)C(=O)Nc1ccc(Cl)c(Cl)c1 (stereo not drawn),13.0,15.3
Cc1cccc(Nc2nc(O)c(C3=c4ccccc4=NC3=O)s2)c1C,30.0,-7.4
O=C(c1ccccn1)N1CCCC(c2nnc(-c3ccccc3)o2)C1 (stereo not drawn),-2.0,-2.7
COc1ccccc1CCNC(=O)C1(c2ccc(F)cc2)CC1,-5.1,-3.7
C=CCOc1ccccc1/C=c1\sc2nc(-c3ccc(C)cc3)nn2c1=O,6.0,12.2
O=C(COc1ccccc1O)OCCO,-6.9,-6.1
COCCNC(=O)c1ccc2c(c1)ncn2-c1cc(C)cc(C)c1,1.0,26.1
Cc1sc2ncnc(Oc3ccccc3Br)c2c1C,-16.0,-5.3
CC(=O)c1ccc(NC(=O)C2OC3OC4(CCCCC4)OC3C3OC4(CCCCC4)OC23)cc1 (stereo not drawn),3.4,-3.8
O=C(COc1ccc(Cl)cc1)Nc1c2c(nn1-c1ccc([N+](=O)[O-])cc1)CS(=O)(=O)C2,5.0,-1.0
CC(C)(C)NC(=O)c1ccc(NC(=O)C(C)(C)C)cc1,7.2,9.0
CC(C)CN(CC(C)C)S(=O)(=O)N1CCC(C(=O)NCc2ccc(F)cc2)CC1,5.0,-9.2
CCC(=O)N1c2ccccc2-c2nnc(SC)nc2OC1c1ccc(C)o1 (stereo not drawn),4.0,7.5
Cc1oc2c3c(ccc2c(=O)c1-c1ccccc1)OCN(C1CCS(=O)(=O)C1)C3 (stereo not drawn),-0.1,-3.6
Cn1cccc(C(=O)OCc2cc(-c3cccs3)on2)c1=O,-4.5,-3.4
O=C(Nc1nc(-c2ccccc2)cs1)C1CC2CCC1C2 (stereo not drawn),2.6,-2.4
Cc1ccc(CNC(=O)CN2CCc3ccccc3C2C(=O)N2CCC(C)CC2)cc1 (stereo not drawn),3.2,-2.8
CC(=O)Nc1cccc(OCCCNS(=O)(=O)c2ccc(N(C)C(=O)c3ccc(Cl)cc3)s2)c1,x,-18.5
CS(=O)(=O)NCCSCc1ccc(Cl)cc1Cl,-2.5,-17.9
O=C(CCCOc1ccc(Cl)cc1Cl)Nc1ccccc1F,-4.3,-1.8
CSc1ccccc1CN1CCC(CNC(=O)c2ccccn2)CC1,-6.2,-4.4
Cc1ccccc1NS(=O)(=O)c1ccc(C)c(C(N)=O)c1,-6.1,0.4
CCN(CC)CCNC(=O)COc1ccc(OC)cc1,-1.4,3.1
COc1ccc(C2CC(c3ccc(OCc4ccccc4)cc3)n3nc(N)nc3N2)cc1 (stereo not drawn),28.8,-12.0
CCOC(=O)CSc1nnc(-c2ccncc2)n1C,x,-22.0
CC1=C(C(=O)Nc2cccnc2)C(c2ccccc2F)n2nnnc2N1 (stereo not drawn),-2.0,-1.7
Cc1nc2sc(C(=O)c3ccccc3)c(N)c2c(C)c1C,3.2,2.7
O=C(NC1CCCC1)c1cn(-c2ccccc2)nn1,-0.1,-0.9
CCCCOc1ccc(NC(=O)N(Cc2ccccn2)Cc2ccco2)cc1,-0.5,-10.9
Cc1cc(C)nc(Nc2nc(C(=O)NCCOc3ccc(F)cc3)cs2)n1,91.4*,-38.5
CCNc1cc(NCCNC(=O)Cc2ccc(Cl)cc2)nc(C)n1,-5.3,-4.1
O=C1OC(c2ccc(Cl)c([N+](=O)[O-])c2)=N/C1=C\c1cc(Br)cs1,12.0,-3.0
CCN1CCN(C2CCN(C(=O)c3ccc(NC(C)=O)cc3)CC2)C1=O,-24.4,-4.5
Cc1cccc(C(=O)Nc2ccc3ncccc3c2)c1,-4.7,-5.6
Cc1cccc(C)c1NS(=O)(=O)Cc1ccccc1,-3.3,0.5
COc1cccc(C2C3=C(CC(C)(C)CC3=O)Nc3nc(SCC(C)=O)[nH]c(=O)c32)c1 (stereo not drawn),x,1.4
CC1(C)CC(=O)C2=C(C1)Nc1ccccc1N(C(=O)C(F)(F)F)C2c1ccc([N+](=O)[O-])cc1 (stereo not drawn),17.0,-0.7
O=C(NCc1cccnc1)[C@@H]1CC=C[C@@H]2CCN(Cc3ccc(Cl)c(Cl)c3)C(=O)[C@@H]21,59.2*,-6.5
NNC(=O)/C(=C\c1ccc(Br)cc1)NC(=O)c1cccs1,11.0,-6.5
O=C(Cn1ccc2ccc(N3CCCCCC3)nc21)NC1CCCCC1,50.2*,2.2
O=C(O)c1cccc(Oc2ccc([N+](=O)[O-])cc2C(F)(F)F)c1,1.0,-5.5
Cc1cc(C)c(S(=O)(=O)N=C2C=CC(=O)C(Br)=C2)cc1C,58.0*,-7.1
CC1Oc2ccccc2C=C1C=C1Oc2c(ccc(O)c2CN2CCOCC2)C1=O (stereo not drawn),20.5,-6.3
Cc1cc(C)c(NC(=O)C(=O)NCC2CCCO2)c(C)c1 (stereo not drawn),0.6,-4.3
CC(=O)N1CCC2(CC1)N=C(c1ccc3c(c1)OCO3)CC(c1cc(Cl)ccc1O)N2 (stereo not drawn),79.0*,0.7
O=S(=O)(c1ccccc1)N(c1cccnc1)S(=O)(=O)c1ccccc1,-1.0,15.4
CCN1C=C(C(=O)OCc2ccccc2C)C(C)=NS1(=O)=O,-28.6,-2.1

# Some of the entries so far, with values under each structure.
# Second line of a record – mHTT-CaM PPI inh, Pf apPOL inh
CC1(C)CC(=O)C2=C(C1)Nc1ccccc1N(C(=O)C(F)(F)F)C2c1ccc([N+](=O)[O-])cc1 (stereo not drawn)
  17.0, -0.7
O=C(NCc1cccnc1)[C@@H]1CC=C[C@@H]2CCN(Cc3ccc(Cl)c(Cl)c3)C(=O)[C@@H]21
  59.2*, -6.5
NNC(=O)/C(=C\c1ccc(Br)cc1)NC(=O)c1cccs1
  11.0, -6.5
O=C(Cn1ccc2ccc(N3CCCCCC3)nc21)NC1CCCCC1
  50.2*, 2.2
O=C(O)c1cccc(Oc2ccc([N+](=O)[O-])cc2C(F)(F)F)c1
  1.0, -5.5
Cc1cc(C)c(S(=O)(=O)N=C2C=CC(=O)C(Br)=C2)cc1C
  58.0*, -7.1

# 6 entries out of the list, sorted by SMILES length, low to high.
SMILES,mHTT-CaM PPI inh,Pf apPOL inh
O=C(Cn1ccc2ccc(N3CCCCCC3)nc21)NC1CCCCC1,50.2*,2.2
Cc1cc(C)c(S(=O)(=O)N=C2C=CC(=O)C(Br)=C2)cc1C,58.0*,-7.1
O=C(O)c1cccc(Oc2ccc([N+](=O)[O-])cc2C(F)(F)F)c1,1.0,-5.5
COc1cccc(C2C3=C(CC(C)(C)CC3=O)Nc3nc(SCC(C)=O)[nH]c(=O)c32)c1 (stereo not drawn),x,1.4
O=C(NCc1cccnc1)[C@@H]1CC=C[C@@H]2CCN(Cc3ccc(Cl)c(Cl)c3)C(=O)[C@@H]21,59.2*,-6.5
CC1(C)CC(=O)C2=C(C1)Nc1ccccc1N(C(=O)C(F)(F)F)C2c1ccc([N+](=O)[O-])cc1 (stereo not drawn),17.0,-0.7

# Next section
SMILES,mHTT-CaM PPI inh,Pf apPOL inh
Cc1cccc(O)c1N=Cc1cc(Br)ccc1O,11.0,-9.1
COc1cccc(NC(=O)N2CCc3nc(-c4ccc(F)cc4)ncc3C2)c1,5.5,-3.3
Cc1ccc(CNC(=O)C2(C)CCCN(C(=O)Nc3ccc(C)c(Cl)c3)C2)cc1 (stereo not drawn),-10.6,-6.6
O=C(CN(c1cccc(Br)c1)S(=O)(=O)c1ccccc1)N1CCOCC1,8.0,-1.7
Cc1ccc(-c2c(C(=O)NC(C)C)oc(=O)c3ccccc23)cc1,0.0,1.1
COc1ccc(N(CC(O)Cn2c(C)nc3ccccc32)S(=O)(=O)c2ccccc2)cc1 (stereo not drawn),23.4,10.1
CC(Cl)C(=O)N1CCN(c2nccc(-c3cccs3)n2)CC1 (stereo not drawn),-7.0,-7.6
NC(=O)c1c(NC(=O)C2CCCO2)sc2c1CCCCCC2 (stereo not drawn),18.7,-4.8
CCOc1ccc(C(N)=O)c(SCC(=O)O)c1,x,-1.2
CC1(C)C(=O)NCCN1C(=O)CN1C(=O)c2ccccc2C1=O,6.6,7.5
COc1cccc(N2CC(C(=O)Nc3c(C(N)=O)oc4ccccc34)CC2=O)c1 (stereo not drawn),59.0*,-3.4
COC(=O)c1ccsc1N,x,2.0&-1.8
CCOc1ccc(N2CCN(C(=O)c3cccc(C)c3)C(C)C2=O)cc1 (stereo not drawn),-0.8,1.9
CCc1ccc(NC(=O)c2ccc(F)c(S(=O)(=O)NC3CCCC3)c2)cc1,4.0,-3.6
Cc1ccc(S(=O)(=O)NCc2ccc3c(c2)OCO3)cc1C,-11.0,-1.4
CCOC(=O)C(C)Oc1ccc2c(c1)OC(=Cc1ccccc1C)C2=O (stereo not drawn),4.4,-1.9
O=C(NCC1CC1)C1CN(C(=O)c2cccc(Cl)c2)CC1c1ccccc1 (stereo not drawn),-5.8,6.5
NC(=O)c1ccc(-c2nnc(Nc3ccc(C(=O)Nc4ccccc4)cc3)c3ccccc23)cc1,87.2*,-7.4
COc1c(O)ccc(C2Oc3ccccc3C3CC(c4cccs4)=NN32)c1[N+](=O)[O-] (stereo not drawn),55.0*,-0.1
CN(CCNC(=O)c1ccc(N2CCNC(c3ccccc3)C2)nc1)C1CCCCC1 (stereo not drawn),14.0,-2.4
Cc1ccc(CNS(=O)(=O)c2ccc(F)c(C(=O)Nc3ccc(F)c(F)c3)c2)cc1,-8.0,-6.1
COCCn1cc2c3c(cccc31)CN(C(=O)c1ccc(C)c(F)c1)CC2,53.1*,-2.0
O=C(COc1ccc(F)cc1)N1CCCC(COc2ccc(C(=O)N3CCCC3)cc2)C1 (stereo not drawn),4.1,2.9
COc1ccc(NC(=O)/C=C/c2ccc3c(c2)OCO3)c([N+](=O)[O-])c1,11.0,-8.4
Cc1cc2n(n1)CCCN2C(=O)CCC(=O)NC1CCCCC1,-2.8,1.0
CCc1ccccc1NC(=O)C(CC)CC,-1.5,-3.3
